Bioassay records: PubChem BioAssay, several laboratories
Pf gametocyte – inhibitors of late stage P. falciparum gametocyte viability | P. falciparum stage V gametocytes, ATP luminescence, 24 h | inhibition, % at 10.9 µM | 150,000 compounds, 0.065% hits | AID 743093;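 active means inhibition above the mean plus 3 SD of compounds within the control limits, set per campaign, cut at about 38% in these data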;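 further: 0% = DMSO wells and 100% = medium only without gametocytes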
ABCG2 inh – inhibitors of human ABCG2 transporter, ABCB1 counter-screen | IgMXP3 cells, JC-1 efflux, flow cytometry | inhibition, % at 6.6 µM | 190,000 compounds, 0.1% hits | AID 1325;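 active means inhibition above 80%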;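 further: 0% = DMSO and 100% = nicardipine control wells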
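Incubation: cells with compound and JC-1, 10 min at 25 °C, rotating, no wash / Test system: IgMXP3 (ABCG2) plus far-red-tagged CCRF-Adr (ABCB1) cells / Compound dosing: one concentration, 6.6 µM final / Also added: JC-1 fluorescent substrate / Evaluation: efflux inhibition in percent versus controls / Detection: flow cytometry, 530 nm JC-1 signal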
ABCB1 inh – human ABCB1 inhibition, ABCG2 as counter-screen; inhibition, % at 6.6 µM; P08183; CCRF-Adr cells, JC-1 efflux, flow cytometry; AID 1326; 190,000 compounds, 0.067% hits; in the data active means inhibition above about 40%;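 further: 0% = vehicle and 100% = reference inhibitor; higher value means more JC-1 retained so stronger ABCB1 efflux block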
Target sequence (P08183 whole entry, looked up): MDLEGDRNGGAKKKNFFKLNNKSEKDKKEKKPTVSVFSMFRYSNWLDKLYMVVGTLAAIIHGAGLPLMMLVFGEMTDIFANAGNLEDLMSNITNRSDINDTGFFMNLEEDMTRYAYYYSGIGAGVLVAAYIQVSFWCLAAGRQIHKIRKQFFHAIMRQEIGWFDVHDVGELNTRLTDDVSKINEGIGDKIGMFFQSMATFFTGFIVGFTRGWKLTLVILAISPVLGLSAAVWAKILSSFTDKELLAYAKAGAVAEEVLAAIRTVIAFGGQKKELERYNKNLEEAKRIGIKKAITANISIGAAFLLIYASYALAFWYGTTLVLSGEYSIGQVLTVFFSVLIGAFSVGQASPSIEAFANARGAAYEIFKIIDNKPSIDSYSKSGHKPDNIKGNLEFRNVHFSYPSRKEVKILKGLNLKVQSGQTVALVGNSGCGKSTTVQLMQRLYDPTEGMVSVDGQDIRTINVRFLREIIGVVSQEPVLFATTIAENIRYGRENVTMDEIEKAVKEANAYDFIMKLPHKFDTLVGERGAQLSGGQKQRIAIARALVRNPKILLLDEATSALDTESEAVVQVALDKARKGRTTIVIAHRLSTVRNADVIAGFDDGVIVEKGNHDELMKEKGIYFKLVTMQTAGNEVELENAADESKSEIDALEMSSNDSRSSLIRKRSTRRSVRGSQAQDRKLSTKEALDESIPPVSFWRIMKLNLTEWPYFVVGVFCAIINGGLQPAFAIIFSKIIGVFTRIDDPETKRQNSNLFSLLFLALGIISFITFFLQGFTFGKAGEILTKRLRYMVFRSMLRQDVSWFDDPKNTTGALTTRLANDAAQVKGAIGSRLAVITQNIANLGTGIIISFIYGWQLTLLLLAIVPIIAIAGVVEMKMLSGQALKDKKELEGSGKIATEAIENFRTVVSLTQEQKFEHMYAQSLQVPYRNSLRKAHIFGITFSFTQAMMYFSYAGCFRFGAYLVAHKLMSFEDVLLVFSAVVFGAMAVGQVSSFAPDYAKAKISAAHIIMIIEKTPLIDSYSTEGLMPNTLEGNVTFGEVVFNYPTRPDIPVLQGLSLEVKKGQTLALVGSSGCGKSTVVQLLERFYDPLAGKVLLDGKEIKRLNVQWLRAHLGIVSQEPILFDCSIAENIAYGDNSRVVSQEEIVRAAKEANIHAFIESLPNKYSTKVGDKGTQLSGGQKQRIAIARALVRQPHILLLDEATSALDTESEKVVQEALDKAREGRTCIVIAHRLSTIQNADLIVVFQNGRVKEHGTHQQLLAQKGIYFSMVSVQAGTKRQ
HRas wt GTP bind – modulators of GTP binding to human HRas wildtype; P01112; AID 759; 190,000 compounds, 0.14% hits; GST-Ras wt beads, Bodipy-FL-GTP binding, flow cytometry; actives lie on both sides; GTP binding activity, % at 10 µM;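 active means GTP binding activity at least 20% away from the 100% baseline, either lowered as inhibitor or raised as activator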;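 further: 0% = unlabeled GTP competition control and 100% = no-compound control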
Mcl1 Noxa PPI – Mcl-1/Noxa interaction inhibition. TR-FRET Mcl-1/Noxa peptide binding, 2 h. 220,000 compounds, 1.5% hits. inhibition, % at 21.7 µM. Q07820. AID 1022;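 active means compounds that cut the protein-peptide binding signal by more than 50% relative to plate controls in a single-dose test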;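 further: His-tagged Mcl-1 with rhodamine Noxa BH3 peptide and terbium anti-His antibody; 0% = Mcl-1 plus Noxa peptide wells and 100% = peptide-only wells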
Rab7 wt GTP bind – modulators of GTP binding to dog Rab7 wildtype GTPase; GST-Rab7 beads, fluorescent GTP binding, flow cytometry; actives lie on both sides; untreated = 100%, excess cold GTP = 0%; GTP binding activity (percent of control), % at 10 µM; 190,000 compounds, 0.055% hits; AID 758;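 active means fluorescent GTP binding to Rab7 beads changed by at least 20 points from the 100% baseline, either direction, mostly lower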;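 further: median green fluorescence of bound Bodipy-FL-GTP per Rab7 bead population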
Cdc42 wt GTP – human Cdc42 wildtype GTP binding change, either direction; P60953; GST-Cdc42 beads, Bodipy-GTP binding, flow cytometry; actives lie on both sides; percent activity (GTP binding), % at 10 µM; 190,000 compounds, 0.2% hits;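 active means percent activity GTP binding at least 20 points away from the 100% baseline, either down as inhibitor or up as activator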;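 further: median bead fluorescence of bound Bodipy-FL-GTP at 100 nM; 0% = excess unlabeled GTP control and 100% = no compound control; below 100% means less GTP binding so inhibitor and above means activator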
Rac1 act GTP bind – human Rac1 activated mutant GTP binding change. percent activity (GTP binding), % at 10 µM. GST-Rac1 activated beads, fluorescent GTP binding, flow cytometry; actives lie on both sides; 100% means binding = to untreated wells. 190,000 compounds, 0.11% hits. P63000;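 active means GTP binding at least 20 percentage points away from the 100% baseline, in either direction, so actives lie on both sides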
Avidin bead fluor – avidin bead compound fluorescence profile | Avidin beads, compound fluorescence 488/530 nm, flow cytometry; active compounds read high | fluorescence (KMESF) at 10 µM | 220,000 compounds, 0.38% hits | AID 1775; in the data active means fluorescence above about 47; further: inactives centre near 10
Rab2 wt GTP – changes GTP binding to wildtype dog Rab2A, up or down; GST-Rab2 wt beads, Bodipy-GTP binding, flow cytometry; P61105; GTP binding activity, % at 10 µM; 190,000 compounds, 0.19% hits;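 active means GTP binding activity at least 20 points away from 100%, either lowered or raised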;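 further: 0% = beads with excess unlabeled GTP and 100% = no-compound control corrected for plate trend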
Rac1 wt modul – alters GTP binding to wildtype human Rac1. P63000. GST-Rac1 beads, fluorescent GTP binding, flow cytometry; actives lie on both sides; 0 = cold GTP competed, 100 = untreated. GTP binding activity (% of control), % at 10 µM. 190,000 compounds, 0.27% hits. AID 757;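 active means GTP binding activity at least 20 points away from the 100% control level, either lower or higher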
Numbers without * were called inactive; · = not tested or not shown. Compounds were not picked by outcome. About 2.3% of those tested had a hit in this group.

SMILES	Pf gametocyte	ABCG2 inh	ABCB1 inh	HRas wt GTP bind	Mcl1 Noxa PPI	Rab7 wt GTP bind	Cdc42 wt GTP	Rac1 act GTP bind	Avidin bead fluor	Rab2 wt GTP	Rac1 wt modul
CN1CCN(c2nc3c(c(=O)[nH]c(=O)n3C)n2CCCSc2ncccn2)CC1	1	5	0.5	101	9	97	103	101	23	103	108
CCOC(=O)C(=O)NC(C)c1ccccc1 (centres undefined)	-1	1	0.2	101	7	102	95	93	15	93	105
O=[N+]([O-])c1ccc(CN2CCN(Cc3c[nH]c4ccccc34)CC2)cc1	9	1	0.1	94	32	92	96	97	10	96	95
COc1ccc(C2c3[nH]c4ccccc4c3CCN2C(=O)c2ccc(=O)n(C)n2)c(F)c1 (centres undefined)	-6	-1	0.9	93	6	92	93	93	1	96	94
O=C(CCCSc1nc2ccccc2[nH]1)Nc1nnc(C2CC2)s1	0	1	0.1	96	-10	102	96	97	9	98	100
Cc1cc(C(C)(C)C)oc1C(=O)N1CCN(C(=O)c2oc(C(C)(C)C)cc2C)CC1	·	35	5.3	97	0	99	96	96	27	98	97
Cc1cc(Nc2ccccc2N2CCOCC2)n2ncnc2n1	11	3	0.5	101	-1	100	101	97	22	102	102
Cc1ccc2c(CC(=O)OC(C)C(=O)NCc3ccc4c(c3)OCO4)coc2c1 (centres undefined)	·	1	0.2	96	-5	95	98	94	23	97	96
CC(C)Oc1ccc(C(=O)OC(C)C(=O)Nc2nc(-c3cccc([N+](=O)[O-])c3)cs2)cc1 (centres undefined)	·	·	-2.1	99	10	101	101	98	6	101	105
Cc1cc(C)c2nc(-c3ccccn3)cc(C(=O)Nn3cnnc3)c2c1	9	2	0.1	94	30	109	97	91	8	98	94
CN(C)CCSc1nc(N)c2c3c(sc2n1)COC(C)(C)C3	·	6	0.5	101	12	98	104	99	39	102	105
CC(C)C(c1nnnn1Cc1ccccc1)N1CCC(C(N)=O)CC1 (centres undefined)	-4	3	1.1	100	4	99	101	98	9	99	98
CC(=O)Oc1ccc(C(=O)Cc2ccccn2)c(O)c1	2	44	0.4	101	22	100	104	100	21	98	106
O=C(CCNS(=O)(=O)c1ccc2c(c1)CCC(=O)N2)Nc1ccc2c(c1)OCCO2	20	0	-0.1	100	26	100	99	99	12	99	99
CCSc1nc2c(cnn2-c2ccc(C)cc2)c(=O)[nH]1	·	7	0.5	102	-16	100	105	101	8	101	108
COC(=O)c1sc(NC(=O)C2CCCCC2C(=O)O)c(C(=O)OC)c1C (centres undefined)	·	40	0.1	97	6	97	100	98	34	96	106
CCSc1nnc(NC(=O)CSc2nccn2-c2cccc(C)c2C)s1	1	22	2.7	97	-13	98	98	97	7	97	97
C#CCOCCOCCOCCNc1nc(N2CCN(C(=O)[C@H](C(C)C)n3cc(CCO)nn3)CC2)nc(N2CCN(C(=O)[C@H]([C@@H](C)CC)n3cc(CCCN=C(N)N)nn3)CC2)n1	10	3	2.1	99	22	104	103	100	7	100	105
COc1ccc(OC)c(C(=O)c2ccc(C(=O)O)cc2)c1	36	2	0.3	102	12	102	101	99	2	100	103
O=C1C=C(NC2=CC3OC(c4ccccc4)OCC3OC2=O)CCC1 (centres undefined)	9	2	0.9	96	19	97	99	97	15	96	98
Cc1cccc(C)c1NC(=O)C(=O)NCc1ccccn1	·	1	0.6	102	8	99	103	101	14	103	102
O=C(Cn1cc(C(F)(F)F)ccc1=O)Nc1cc(S(=O)(=O)N2CCOCC2)ccc1Cl	0	2	0.4	99	-15	99	102	100	2	99	102
CC(C)c1nc(CNC(=O)CCc2nnc(-c3ccsc3)o2)cs1	-12	2	0.5	93	-8	96	96	97	8	97	95
CC1CCCN(S(=O)(=O)c2ccc(C(=O)Nc3nnc(-c4ccccn4)o3)cc2)C1 (centres undefined)	13	3	0.3	98	-56	99	94	93	27	94	92
CCOC(=O)N1CCN(C(=O)c2cccc(OC)c2OC)CC1	·	2	1.1	103	1	104	105	101	12	105	104
CC1(C)Oc2ccc(C(=O)N3CCCCC3)cc2N(CC(=O)NCc2ccccc2)C1=O	·	2	0.8	99	-7	98	101	97	14	98	103
CC(=O)c1cccc(N2C(=NC(=O)C(C)C)SC3CS(=O)(=O)CC32)c1 (centres undefined)	·	2	0.5	99	1	96	100	98	19	98	98
Cc1ccc(-n2nnnc2SCC(N)=O)c(C)c1	-1	-3	-2.7	102	7	98	104	99	15	99	102
N#Cc1c(SCC(=O)Nc2nccs2)nc2c(c1-c1ccco1)CCCC2	-21	-3	-2.9	105	8	100	104	102	7	106	105
CCCCN1C(=O)c2ccc(C(=O)Nc3cccnc3)cc2C1=O	·	11	0.9	98	10	98	97	95	7	98	95
Cc1nc2ccccc2n1CC(=O)N/N=C\C=C\c1ccccc1	·	2	0.3	102	-10	98	106	101	39	100	102
Cc1ccc(N(CC(=O)NC(C)(C)C)C(=O)CS(=O)CC(=O)Nc2ccc(F)cc2)cc1 (centres undefined)	2	0	0.3	97	24	98	98	100	9	100	101
CCOC(=O)c1c(C)[nH]c(C(=O)CN2CC(C)OC(C)C2)c1C (centres undefined)	·	35	0.5	100	4	100	104	98	22	103	106
CC(=O)C(Sc1ncnc2c1nnn2-c1ccc(F)cc1)C(=O)N(C)C (centres undefined)	·	0	0.0	101	29	107	101	100	4	100	100
CC(C)S(=O)(=O)C1=NSC2=NC(=O)/C(=C\c3ccc(-c4cccc(C(=O)O)c4)o3)C(=N)N21	7	-2	-0.6	84	31	93	84	82	9	84	86
CC1(C)C(C=C(Cl)Cl)C1C(=O)Nc1ccc([N+](=O)[O-])cc1 (centres undefined)	11	27	0.1	99	33	99	100	101	11	100	101
COC(=O)C1=C(C)OC(N)=C(C#N)C1c1cc2cccc(C)c2nc1Cl (centres undefined)	·	0	-0.1	99	11	102	96	94	12	97	95
C=CCn1c(C(C)NC(=O)CC)nc2ccccc21 (centres undefined)	1	5	0.6	104	18	101	106	101	10	103	113
COc1ccc(NC(=O)CN2C(=O)CC(C)(C)S(=O)(=O)c3ccccc32)cc1	·	0	0.2	102	-6	99	102	101	8	101	105
S=c1[nH]nc2c3c4c(sc3ncn12)CCCC4	·	-11	-6.4	93	29	91	94	93	4	93	94
Cc1cc(NC(=O)COC(=O)C2=COCCO2)c([N+](=O)[O-])cc1C	-2	3	0.3	95	18	105	91	94	10	101	92
O=C(COC(=O)/C=C/c1ccc(OC(F)F)cc1)Nc1ccc(S(=O)(=O)N2CCCC2)cc1	·	-2	-0.2	99	12	97	99	96	2	98	100
O=C(CCN1C(=O)C2C3C=CC(C3)C2C1=O)Nc1c(F)cc(F)cc1Br (centres undefined)	0	8	0.9	95	·	91	96	93	12	89	93
CC(OC(=O)c1cccs1)C(=O)NCc1ccc2c(c1)OCO2 (centres undefined)	11	-1	0.0	100	5	96	102	98	10	100	101
COCC(=O)Nc1nnc(Cc2ccc(OC)c(OC)c2)s1	·	1	0.4	103	14	101	105	102	2	105	106
Cn1cnnc1SCC(=O)Nc1ccc(Cl)cn1	·	2	0.6	96	9	100	93	97	11	97	99
COc1ccc(O)c(C(=O)c2cnn(C(=O)c3cccc(S(=O)(=O)N4CCOCC4)c3)c2)c1	2	6	-0.8	93	19	92	87	92	13	93	95
CCn1c(SCC(=O)Nc2cccc(C)c2)nc2c(c1=O)SC(C)C2 (centres undefined)	·	1	1.5	96	-9	98	97	100	6	98	100
CCN(CC)S(=O)(=O)c1ccc2c3c(cccc13)C(=O)S2	·	8	0.8	99	-5	100	97	94	11	96	98
O=C(Cn1cnc2c(cnn2-c2ccccc2)c1=O)NC1CCCC1	·	-2	-2.9	102	2	104	101	101	7	103	109
CC(SCC(=O)NC12CC3CC(CC(C3)C1)C2)C(=O)O (centres undefined)	4	4	0.1	101	10	101	101	96	13	100	102
CCOc1ccc(-c2ccc(/C=C3/C(=N)N4C(C)=CSC4=NC3=O)o2)c([N+](=O)[O-])c1	-6	-7	-1.0	100	66*	100	100	100	11	98	101
COc1ccc(Cn2nnnc2CN(Cc2cc3cccc(C)c3[nH]c2=O)C2CCCC2)cc1	8	-1	0.8	99	-3	94	99	100	11	99	103
CC(Sc1n[nH]c(N)n1)c1nc2scc(-c3cccs3)c2c(=O)[nH]1 (centres undefined)	-8	0	0.0	101	-2	100	104	98	40	101	104
CCOC(=O)c1[nH]c2ccc(OC)cc2c1NC(=O)CCN1CCN(Cc2ccccc2)CC1	·	2	0.8	107	5	108	105	103	17	107	104
CCOc1ccc(NC(C)c2cc(Cl)ccc2O)cc1 (centres undefined)	-29	1	0.2	99	25	103	99	97	11	100	98
Cc1ccnc(NC(=O)c2ccc(Cl)c(NC(=O)CCc3ccccc3)c2)c1	-22	19	1.4	98	-10	97	99	93	9	97	98
O=C(c1ccc(=O)[nH]c1)N(Cc1ccco1)C1(C(=O)NC2CCCC2)CCCCC1	-36	0	-0.1	105	2	107	105	100	·	105	104
COC(=O)c1sc(NC(=O)/C=C/c2ccc(C)cc2)nc1C	4	-2	·	103	4	104	103	103	6	100	105
O=C(CCCCn1c(=O)[nH]c2ccsc2c1=O)NCC1CCCO1 (centres undefined)	11	3	0.8	99	12	100	98	99	7	98	100

The results go on.
SMILES	Pf gametocyte	ABCG2 inh	ABCB1 inh	HRas wt GTP bind	Mcl1 Noxa PPI	Rab7 wt GTP bind	Cdc42 wt GTP	Rac1 act GTP bind	Avidin bead fluor	Rab2 wt GTP	Rac1 wt modul
CCCn1nc(Oc2nc(N(C)C)nc(N(C)C)n2)ccc1=O	-6	2	0.8	97	1	95	96	95	12	94	102
CCOC(=O)C1=C(CSc2nc(-c3ccncc3)ccc2C#N)OC(N)=C(C#N)C1c1cccnc1 (centres undefined)	·	4	0.3	96	41	94	97	94	23	93	95
Cc1noc(C)c1C(=O)NC(C)C1CCCO1 (centres undefined)	6	0	0.0	99	11	102	98	92	14	97	98
CC(C)c1ccc(S(=O)(=O)c2cn(Cc3ccc(F)cc3)c3cc4c(cc3c2=O)OCO4)cc1	·	-1	4.3	98	-17	97	98	100	14	97	103
CCCN(CC(=O)Nc1ccccc1C)C(=O)CCl	19	-1	-0.4	97	12	103	93	93	11	97	96
